Bioassay records (PubChem)
PMI inhibition – human PMI inhibitors, high substrate, primary screen, biochemical, fluorescence intensity, high mannose 6-phosphate (AID 1220); 190,000 tested, 0.66% active; inhibition, % at 20 µM; hits with a dose series show IC50 in µM; recombinant PMI enzyme, coupled fluorescence intensity; higher % means a stronger effect
P. falciparum M1AAP – malaria alanyl aminopeptidase activity blockers – biochemical, fluorogenic H-Leu-NHMec substrate, 1536-well (AID 1445) | 220,000 tested, 0.42% active | one-dose inhibition, % at 30 µM; IC50 in µM for titrated hits | recombinant M1AAP, H-Leu-NHMec fluorogenic kinetic assay; higher % means a stronger effect;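 active = primary inhibition above the hit cutoff, then over 50% inhibition at one or more dose response concentrations, cut at about 23% in these data, passing the limit was not always enough; inconclusive = conflicting primary data, or primary hits not chosen for dose response; inactive = low primary inhibition, or under 50% at every dose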;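 note: plate controls were DMSO full reaction for no effect and no enzyme background for full effect; strong numbers were not always called active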
West Nile antiviral – West Nile virus antiviral activity, cell-based, CPE readout (AID 1621); West Nile virus-infected cells, CPE inhibition; higher % means a stronger effect; 290,000 tested, 0.02% active; one-dose CPE inhibition, % at 10 µM; IC50 in µM for titrated hits; in the data active = a potency from the dose series; inconclusive = CPE inhibition mostly from about 3.7% at the one dose, without a potency; inactive = the rest, 99 in 100 with CPE inhibition below about 2.2%; note: strong numbers were not always called active
M17LAP inhibition – P. falciparum M17LAP inhibitors, primary screen, biochemical, fluorogenic H-Leu-NHMec substrate, 1536-well (AID 1619) | recombinant M17LAP, H-Leu-NHMec fluorogenic kinetic assay; higher % means a stronger effect | 220,000 tested, 0.38% active | one-dose inhibition, % at 30 µM; IC50 in µM for titrated hits;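 active = compound inhibiting the enzyme by more than half at any dose during confirmatory dose-response retesting; inconclusive = strong single-dose inhibitors picked by rank but not retested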;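 note: plate controls were full reaction with DMSO carrier for no effect and no enzyme background for full effect; strong numbers were not always called active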
TNAP activators – stimulation of alkaline phosphatase TNAP activity – biochemical, luminescent, no phosphate acceptor, uHTS, primary screen (AID 1001) | activation fold at 20 µM; hits with a dose series show EC50 in µM | purified TNAP, luminescent activation assay, no phosphate acceptor; higher activation fold means a stronger effect | 200,000 tested, 0.03% active; in the data active = activation fold from about 3, or a potency from the dose series; inactive = the rest, 99 in 100 with activation fold below about 1.6; note: many of its hits are not listed in these tables
PMI inhibitors – MPI enzyme activity inhibition – biochemical, fluorescence intensity, coupled assay, primary screen (AID 1209); purified PMI enzyme, coupled fluorescence intensity; higher % means a stronger effect; inhibition, % at 20 µM; hits with a dose series show IC50 in µM; 190,000 tested, 0.42% active;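 note: plate controls were DMSO vehicle for no effect and wells lacking substrate for full effect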
K1F lysis inhibition – protection from phage-mediated lysis, alamar blue read-out – E. coli UTI89, K1F phage, bacterial capsule biogenesis inhibitors (AID 488966); E. coli UTI89 K1F phage lysis, alamar blue, 2 h; higher % means a stronger effect; inhibition, % at 100 µM, or IC50 in µM where a hit was titrated; 340,000 tested, 0.02% active;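 active = phage lysis inhibition, versus mean bacterial control, above a set limit; inconclusive = no clear call, values can overlap the other calls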;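 note: capsule biogenesis inhibitors block K1F phage lysis so surviving cells raise fluorescence; higher fluorescence means more inhibition of phage lysis; actives were called in the ten point dose series up to 300 µM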
T cell modulator – T cell immune modulators affecting CD8 T cell-vesicle binding | 2C CD8+ T cell-vesicle binding, flow cytometry; stronger effect = lower value | calls only at 7 µM | 330,000 tested, 0.068% active;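 active = response, share of CD8 T cells binding vesicles, and their 90th percentile fluorescence all below set limits, cut at about 80% in these data, passing the limit was not always enough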
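Test system: purified 2C TCR transgenic mouse naive CD8+ T cells. Probe or stimulus: QL9-peptide-loaded Drosophila micro-vesicles bearing Ld, ICAM-1 and B7-1. Incubation: binding step 1.5 h, 37 °C, antibody labelling 20 min, ice. Measured by: flow cytometry of vesicle-bound cells.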
RSV CPE inhibition – inhibition of RSV-induced cytopathic effect – HEp-2 cells, primary 10 µM value included (AID 2391). HEp-2 cells, RSV-induced CPE inhibition; higher % means a stronger effect. CPE inhibition, % at 10 µM, or IC50 in µM where a hit was titrated. 310,000 tested, 0.13% active; in the data active = a potency from the dose series; inconclusive = CPE inhibition mostly from about 23% at the one dose, without a potency; inactive = the rest, 99 in 100 with CPE inhibition below about 21%; note: strong numbers were not always called active
T cell modulator vesicle-bound % – further read-out of T cell modulator, marked with its call; double positive events, %; measured here: CD8+ vesicle-bound cell fraction;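 binding gate set so that unloaded-vesicle control wells show 10% double positive cells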
Active calls of the source: *; i = inactive; u = inconclusive; x = no result given; [ ] = dose if it differs, or a comment. Cut-off read from the data, not from the text of the source, unless noted: active = inhibition above about 50%; inactive = the rest.

SMILES | PMI inhibition | P. falciparum M1AAP | West Nile antiviral | M17LAP inhibition | TNAP activators | PMI inhibitors | K1F lysis inhibition | T cell modulator | T cell modulator vesicle-bound % | RSV CPE inhibition
CSC1=C(C#N)C(c2ccc(C)cc2)C2=C(CCCC2=O)N1 (stereo not drawn) | 11% | -3% | -0.2% | 4% | 1.1 | 11% | 1.9% | i | 27 | 0.8%
COc1ccc(NC(=O)CSc2nnnn2C)cc1 | 2% | 9% | 0.2% | 19% | 1.1 | 0% | 0.1% | i | 18 | -0.1%
CC(C)[C@H](NC(=O)[C@H](Cc1ccccc1)n1c(=O)[nH]c2ccccc2c1=O)C(=O)N[C@@H](Cc1ccccc1)C(=O)O | x | x | 0.2% | x | x | x | -5.5% | i | 44 | 0.7%
O=C(c1ccc2nccnc2c1)N1CCCC(N2CCN(c3ccc(F)cc3)CC2)C1 (stereo not drawn) | x | x | -0.3% | x | x | x | 0.2% | i | 36 | 0.6%
Cc1[nH]c2ccccc2c1C(c1ccccn1)c1c(C)[nH]c2ccccc12 | -31% | 3% | -0.7% | 10% | 0.9 | -12% | -0.8% | i | 18 | 2.0%
Cc1ccc(N)c2c1OCCC2=O | 58%* | 2% | -0.1% | 5% | 1.2 | 35% | -0.9%[50 µM] | i | 4 | 2.2%
COc1cc(NCCCCCCCN)c2ncccc2c1 | 50%* | 10% | -0.6% | 6% | 1 | 23% | 0.5% | i | 47 | -1.7%
O=C(O)CCC(=O)NNC(=O)COc1ccc(Cl)cc1Cl | 0% | 6% | -0.6% | 31% | 1.1 | -2% | x | i | 52 | -1.5%
COc1ccc(NC2=C(C(C)=O)C(c3ccc4c(c3)OCO4)C(C(C)=O)C(C)(O)C2)cc1 (stereo not drawn) | 0% | 7% | -0.3% | 10% | 1 | 4% | 5.2% | i | 7 | -2.1%
N#Cc1ccc(C(=O)Nn2cnnc2)cc1 | x | x | 0.1% | x | x | x | 0.1% | i | 55 | 1.6%
COc1cccc(-n2c(SCC(=O)Nc3nc4ccccc4s3)nc3ccccc3c2=O)c1 | x | 2% | 0.0% | 8% | x | x | x | i | 36 | 4.0%
CC(NC(=O)c1c(F)cccc1Cl)c1ccc(-n2ccnc2)cc1 (stereo not drawn) | x | x | 0.3% | x | x | x | -0.1% | i | 53 | 2.4%
CC(=O)c1c(C)[nH]c(C(=O)NC2=NCCS2)c1C | 11% | 4% | 0.6% | 24% | 1 | 9% | 0.1% | i | 50 | 0.9%
COc1cccc(/C=C/C(=O)Nc2ccc3[nH]c(=O)[nH]c3c2)c1 | 31% | 3% | 0.2% | 0% | 1.1 | 18% | 0.3%[50 µM] | i | 48 | 1.9%
Cc1ccc(/C=C(\C#N)C(=O)Nc2ccccn2)o1 | 11% | 6% | 0.3% | 2% | 1.1 | 4% | 0.4% | i | 57 | 6.3%
COc1ccc(/C=C/CN2CCC(n3nccc3NC(=O)C3CC3)CC2)cc1 | x | x | -0.7% | x | x | x | 0.2% | i | 56 | 1.6%
N#Cc1ccccc1Cn1c(=O)n(C2CCCC2)c(=O)c2ccccc21 | 11% | -1% | -0.8% | -9% | 1.2 | 13% | 0.2% | i | 30 | 2.5%
COc1ccc(S(=O)(=O)N2CC(=O)Nc3ccccc32)cc1C | x | x | -0.8% | x | x | x | 0.6% | i | 56 | 1.2%
CN(C(=O)/C=C/c1ccc2c(c1)OCO2)c1ccccc1 | 5% | 6% | 0.6% | 12% | 1.1 | -1% | 0.3% | i | 43 | 2.5%
Cc1cc(C)c(S(=O)(=O)Nc2ccccc2C(=O)N2CCOCC2)c(C)c1 | x | x | -0.4% | x | x | x | 0.5%[50 µM] | i | 22 | 0.1%
CCOC(=O)c1sc(NC(=O)Cn2nnc3sc4c(c3c2=O)CCC(C(C)(C)C)C4)nc1C (stereo not drawn) | 17% | 4% | -0.9% | 8% | 1 | 9% | -0.9%[50 µM] | i | 48 | >25µM*
COC(=O)C(Cc1cnc(Cl)s1)(C(=O)OC)c1ccccc1[N+](=O)[O-] | -3% | 3% | -0.7% | 2% | 1.1 | -2% | 0.7% | i | 31 | 1.0%
COc1cc(C)c(CNc2cccc(C)c2)cc1C | 6% | 3% | 0.8% | 18% | 1.1 | 18% | 0.1% | i | 31 | 3.2%
Cc1cc(C)n2nc(C(=O)Nc3nccs3)nc2n1 | 7% | -1% | 0.1% | 1% | 1.2 | 8% | 0.9% | i | 59 | 1.1%
O=C1/C(=C\c2ccc(O)c(O)c2)N=C2CCCCCN12 | x | 11% | -0.1% | 22% | x | x | 1.1% | i | 35 | -0.3%
Further structures follow:
SMILES | PMI inhibition | P. falciparum M1AAP | West Nile antiviral | M17LAP inhibition | TNAP activators | PMI inhibitors | K1F lysis inhibition | T cell modulator | T cell modulator vesicle-bound % | RSV CPE inhibition
O=C1CSC(=Nc2cccc([N+](=O)[O-])c2)N1 | x | x | 0.2% | x | x | x | 0.1%[50 µM] | i | 24 | 0.7%
O=C(O)CCCC(=O)Nc1cccc(C(=O)Nc2ccccc2C(=O)O)c1 | -2% | 6% | 0.3% | 2% | 1 | -4% | 1.4% | i | 56 | 1.8%
COc1ccc(S(=O)(=O)N2CCOCC2)cc1NC(=O)CN1CCCCCC1 | 3% | 5% | -1.2% | -7% | 1.1 | -4% | 0.3% | i | 30 | 2.5%
Cc1nnc(NC(=O)c2cccc(F)c2)s1 | 2% | -1% | x | 4% | 1.1 | 4% | 0.1% | i | 51 | 2.0%
CCOC(=O)n1c(=O)n(C)c2ccc(Br)cc21 | -6% | -8% | -0.2% | -14% | 0.9 | -1% | 4.1% | i | 57 | -2.2%
O=C(Nc1ncccn1)c1ccc(Cl)c([N+](=O)[O-])c1 | x | x | -0.6% | x | x | x | 0.3% | i | 47 | 0.4%
COc1ccccc1/C=C1\SC(=O)N(CC(=O)NCCCn2ccnc2)C1=O | x | x | 1.5% | x | x | x | 1.3% | i | 15 | 2.2%
Cc1cc(-n2cnc(-c3cn(C)nc3C)n2)no1 | x | 6% | 1.1% | -5% | x | x | -0.5% | i | 43 | 0.7%
c1cc(Nc2cccc3nccnc23)c2nccnc2c1 | 54%* | 7% | 0.0% | -2% | 0.9 | 28% | 1.7% | i | 42 | 4.5%
CCc1ccc(N/C(=N/c2nc(C)cc(C)n2)NC(C)=O)cc1 | x | x | -0.9% | x | x | x | 0.4% | i | 29 | 12%
CCNc1nc(SCCOc2ccc(C)cc2)nc(N(C)C)n1 | 20% | 5% | -0.5% | 6% | 1 | 11% | 0.1% | i | 30 | 1.0%
CCc1nc2ccccc2c(C(=O)Oc2cccc3cccnc23)c1C | 7% | -1% | 1.9% | -1% | 1.1 | 2% | 0.6% | i | 19 | 11%
C/C=C(\CS(=O)(=O)c1ccccc1)S(=O)(=O)c1ccccc1 | -11% | 3% | -0.4% | -7% | 1.1 | 4% | -0.6% | i | 34 | 1.6%
Cc1csc(NC(=O)c2ccco2)c1C(=O)c1ccccc1 | x | 5% | -0.1% | 3% | x | x | -0.1% | i | 28 | 2.5%
O=C(Cc1ccc([N+](=O)[O-])cc1)Nc1ccc2c(c1)OCO2 | -6% | 16% | 0.0% | 4% | 1 | -13% | -0.5% | i | 44 | 0.5%
Cc1cc(N(C)C)c(C#N)c(=O)[nH]1 | -2% | -4% | 0.3% | -6% | 1.1 | 1% | 0.1% | i | 34 | 1.1%
Cc1ccc(N(CC(=O)NCc2ccccc2)C(=O)c2csnn2)c(C)c1 | x | x | -0.5% | x | x | x | -0.6% | i | 39 | 0.8%
O=C(c1cc2c(s1)-c1ccccc1S(=O)(=O)C2)N1CCCC1 | x | 3% | 0.3% | 0% | x | x | 0.3% | i | 59 | 2.8%
CCOc1ccc(/C=C/C(=O)C(C(N)=O)=C2SCCS2)cc1 | 12% | 12% | -1.0% | 6% | 1 | 10% | 2.6%[50 µM] | i | 10 | 2.1%
Cc1nc(C)c(-c2ccc(SCc3cccc(F)c3)nn2)s1 | x | x | -1.3% | x | x | x | 0.0% | i | 32 | u
Cc1ccc(NC(=O)CSc2ccc(-c3cccnc3)nn2)cc1 | x | x | -0.1% | x | x | x | 0.1% | i | 74 | 2.3%
C[C@H](NC(N)=O)C(=O)Nc1ccc2c(c1)OCO2 | x | -5% | -0.1% | 0% | x | x | 2.0%[50 µM] | i | 52 | 0.0%
Cc1ccc(C)c(C(=O)OCC(=O)Nc2cccc(S(=O)(=O)NC3=NCCCCC3)c2)c1 | 10% | 5% | -0.8% | 3% | 1 | 0% | -0.1% | i | 42 | 53%
COc1cc(NC(=O)CCc2nnc3ccc(N4CCC(C)CC4)nn23)cc(OC)c1 | x | x | -0.5% | x | x | x | 0.2% | i | 15 | 9.4%
COCCNC(=O)C1CCN(Cc2cccc(OCc3ccccc3)c2)CC1 | x | x | -0.4% | x | x | x | 0.4% | i | 48 | -0.2%
c1ccc2c(c1)oc1c(NCCCN3CCOCC3)ncnc12 | 10% | -1% | 0.0% | 3% | 1.2 | 6% | 1.5% | i | 22 | 1.1%
COc1ccc(NC(=S)NNC(=O)CCn2cc([N+](=O)[O-])cn2)cc1 | 7% | -3% | -0.1% | 0% | 2.3 | 5% | -0.2% | i | 60 | 1.0%
O=C(/C=C/c1ccc2c(c1)OCO2)NCc1ccco1 | -7% | 14% | -0.3% | 24% | 1.1 | -8% | 0.6%[50 µM] | i | 48 | 2.8%

Six structures from above, ordered by heavy-atom count, low to high.
SMILES | PMI inhibition | P. falciparum M1AAP | West Nile antiviral | M17LAP inhibition | TNAP activators | PMI inhibitors | K1F lysis inhibition | T cell modulator | T cell modulator vesicle-bound % | RSV CPE inhibition
O=C(c1cc2c(s1)-c1ccccc1S(=O)(=O)C2)N1CCCC1 | x | 3% | 0.3% | 0% | x | x | 0.3% | i | 59 | 2.8%
CCc1ccc(N/C(=N/c2nc(C)cc(C)n2)NC(C)=O)cc1 | x | x | -0.9% | x | x | x | 0.4% | i | 29 | 12%
COc1ccc(NC(=S)NNC(=O)CCn2cc([N+](=O)[O-])cn2)cc1 | 7% | -3% | -0.1% | 0% | 2.3 | 5% | -0.2% | i | 60 | 1.0%
COc1ccccc1/C=C1\SC(=O)N(CC(=O)NCCCn2ccnc2)C1=O | x | x | 1.5% | x | x | x | 1.3% | i | 15 | 2.2%
COc1cc(NC(=O)CCc2nnc3ccc(N4CCC(C)CC4)nn23)cc(OC)c1 | x | x | -0.5% | x | x | x | 0.2% | i | 15 | 9.4%
Cc1ccc(C)c(C(=O)OCC(=O)Nc2cccc(S(=O)(=O)NC3=NCCCCC3)c2)c1 | 10% | 5% | -0.8% | 3% | 1 | 0% | -0.1% | i | 42 | 53%
